Assay outcomes (PubChem BioAssay)
BL2 CD40 inh: CD40 pathway inhibition in BL2 cells | BL2 NF-kB luciferase reporter, CD40L-induced, 4 h | inhibition, % at 10 µM | 83,000 compounds, 0.94% hits | AID 1053188;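 active means mean inhibition of at least 50% with a set share of replicates also reaching that level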;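 further: 0% = neutral control wells and 100% = IKK inhibitor VII at 50 µM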
* hit, by the source's call; & = joins results of further samples; [ ] = another dose, or the depositor's remark. The list is partial, so the mix of outcomes need not match the whole.

SMILES | BL2 CD40 inh
COCCOC(=O)c1c(C)n(C)c2ccc(OC(=O)N(C)C)cc12 | 4
Cc1nn(-c2ccccc2)c(C)c1NC(=O)COC(=O)Cc1ccccc1 | 4
OC1(CN2CCOCC2)C2CC3CC(C2)CC1C3 (centres undefined) | 9
CCOC(=O)c1c(C)n(CCOC)c2ccc(O)cc12 | 7
Cc1cc(C(=O)O)c(C)n1C1CC1 | 8
O=C1CNC[C@H]2[C@@H](c3ccc(Br)cc3)[C@@H](CO)N12 | 10
CCOc1ccc(C2C(C#N)=C(N)Oc3c2c(=O)oc2ccccc32)cc1 (centres undefined) | 22
CN1C[C@@H]2N[C@H](C1)C2c1ccc(Br)cc1 (some centres undefined) | 0
C[C@H]1CCCC(=O)CCCCCc2cc(O)cc(O)c2C(=O)O1 | 44
O=C1CNC[C@@H]2[C@@H](c3ccc(Br)cc3)[C@H](CO)N12 | -17[25 µM]
Clc1ccc(N2CCNCC2)nn1 | 14
O=C1Nc2cc(Cl)c(Cl)cc2N2CCNCC12 (centres undefined) | -27[25 µM]
O=C(O)C1C2c3ccccc3C(c3ccccc32)C1C(=O)Nc1ccccc1 (centres undefined) | 4
NCC(CC(=O)O)C1CCCCC1 (centres undefined) | 8
C[C@]1(O)CCC2C3CC[C@H]4C[C@@H](OC(=O)CNC(=O)CN)CC[C@]4(C)C3CC[C@@]21C (some centres undefined) | -5
CN[C@H](C)[C@H](O)c1ccccc1 | 13
O=C(Cc1ccccc1)N1CCCCN2[C@@H](CO)[C@H](c3ccc(C#Cc4ccccc4)cc3)[C@@H]2C1 | 10
O=[N+]([O-])c1ccc(N2CCCC2)c2ccncc12 | 6
C(#CCN1CCOCC1)COCC#Cc1ccccc1 | -13
CCOC(=O)C1(CCc2ccccc2)CCN(Cc2cccc3cnccc23)CC1 | 11

Look-ups from the results shown:
O=[N+]([O-])c1ccc(N2CCCC2)c2ccncc12 | BL2 CD40 inh: 6
COCCOC(=O)c1c(C)n(C)c2ccc(OC(=O)N(C)C)cc12 | BL2 CD40 inh: 4

Following part
SMILES | BL2 CD40 inh
CC12C=CC(=O)C=C1CC(O)C1C2CCC2(C)C1CCC2(C)O (centres undefined) | 5
CC(=O)c1ccc(-c2ccccc2)cc1 | -12
O=C(C[n+]1ccn(CCCNP2(=O)C=C(c3ccccc3)OC(c3ccccc3)=C2)c1)c1ccccc1 | 27
O=C(c1cc2c(s1)CCCCCC2)N1CCC2(CC1)OCCO2 | -13
O=C(Cc1ccccc1)N1CCN(C2CCCCCC2)CC1 | 0
O=C(Nc1cccc2ccccc12)N1CCC2(CC1)OCCO2 | -31
O=c1[nH]c2ccccc2n1CCCN1CCC(n2c(=O)[nH]c3cc(Cl)ccc32)CC1 | 22
CCn1c(C(=O)N2CCC(C(=O)N3CCC4(CC3)OCCO4)CC2)cc2sccc21 | 3
CC1(C)C(=O)CCC2C1=CCC1C2CCC2(C)C(O)CCC12 (centres undefined) | 6
CC(=O)OC1(c2ccc(C)cc2)CN2CCC1c1ccccc12 (centres undefined) | -2
CN(C)CC#Cc1ccc([C@H]2[C@@H](CO)N3CCCCN(C(=O)Cc4ccccn4)C[C@H]23)cc1 | -6[25 µM]
Cc1ccc(CN2CCN(CC(=O)N3CCC4(CC3)OCCO4)C2=O)cc1 | 2
CCOC(=O)c1c(C)[nH]c(C(=O)C(C)N2CCCC2)c1C (centres undefined) | 7
O=C(COc1ccccc1)N1CCN(C2CCCC2)CC1 | 5
O=C(c1ccccc1)c1cn(CC(=O)N2CCCC2)c2ccccc12 | 5
Cc1cc(C)n(CCOC(=O)C2C(C=C(Cl)Cl)C2(C)C)n1 (centres undefined) | 2
COP(=S)(OC)SCN1C(=O)c2ccccc2C1=O | 32*
COc1ccc2nc(NC(=O)CCc3nc(C4=CCN(C)CC4)no3)sc2c1 | 21
COc1ccc(OCC(=O)N2CCN(CC3CC4C=CC3C4)CC2)cc1 (centres undefined) | 8
Nc1ccc2nonc2c1[N+](=O)[O-] | 3
C=CCn1c(O)c(C(C)=NCCCN2CCOCC2)c(=O)[nH]c1=O | 16
NC(Cc1ccccc1Cl)c1nn[nH]n1 (centres undefined) | 14
CC1(C)C(C(=O)NCc2ccco2)C1(C)C | 11
CNCCc1ccc(O)c(O)c1 | -4
C[C@]12CCC(=O)C=C1CC[C@@H]1[C@@H]2CC[C@]2(C)C(=O)CC[C@@H]12 | 18
COc1ccc(CCNCc2ccsc2)cc1OC | 14
NC(=O)C1(N2CCCCC2)CCN(Cc2ccccc2)CC1 | 5
CC(=O)C1C(N2CC2)CC2C3CCC4=CC(=O)CCC4(C)C3CCC21C (centres undefined) | -2
C[C@@H]1CN([C@H](C)CO)C(=O)CCCn2cc(nn2)CO[C@H]1CN(C)C(=O)Oc1ccc2ccccc2c1 | -5[25 µM]
O=C(c1ccccc1)C(Cc1ccccc1)N1CCOCC1 (centres undefined) | -6
CC(=O)N1C[C@@H]2C(c3ccccc3)[C@H](C1)N2C (some centres undefined) | -1&4
CC1(c2ccccc2)NCCN2C(=O)CSC21 (centres undefined) | 16
COC(=O)C1=C(C(=O)OC)C2OC1c1cc3ccccc3cc12 | 103*
O=C(CNC(=O)c1ccccc1)Nc1ccc(Br)cc1C(=O)c1ccccc1 | 24
ClCCN1CCSCC1 | 3
C[C@]12CC[C@@H](O)CC1=CCC1C2CC[C@@]2(C)C1C[C@@H](F)[C@H]2O (some centres undefined) | 0
CCCN(CCC)[C@@H]1CCc2cccc(O)c2C1 | -11[25 µM]
C/C=C/c1ccc(C2[C@@H]3CN(Cc4nccs4)C[C@H]2N3)cc1 (some centres undefined) | -3&-3[25 µM]
Cc1ccc(-c2cc(C(F)F)n3ncc(C(=O)N4CCC5(CC4)OCCO5)c3n2)cc1 | 4
CN1C(=O)C(C2c3ccccc3C(=O)N2Cc2ccccc2)C(=O)N(C)C1=O (centres undefined) | 16
CC(=O)C1CCC2C3CCC4CC(O)CCC4(C)C3CCC12C#N (centres undefined) | 1
O=C(c1ccco1)C12CN3CN(CN(C3)C1)C2 | 16
C=CCN1[C@@H]2CN(S(C)(=O)=O)C[C@H]1C2c1ccccc1 (some centres undefined) | -1&2
C[C@]12CCC(=O)C(O)=C1CC[C@@H]1[C@@H]2CC[C@]2(C)C(=O)CC[C@@H]12 | -7
C/C=C/c1ccc(C2[C@@H]3CN(C(C)=O)C[C@H]2N3)cc1 (some centres undefined) | 11&-2[25 µM]
Cn1c(O)c(C(=O)c2ccccc2Cl)c(=O)n(C)c1=O | 11
COc1ccc(OC)c(CC(=O)N(C)C2CCCN(Cc3ccccc3F)C2)c1 (centres undefined) | 1
Cc1cc([N+](=O)[O-])c(Cl)cc1NC(=O)C(C)C | -1
COC(=O)[C@H]1[C@H](CO)[C@H]2Cn3c(cccc3=O)[C@@H]1N2Cc1nccs1 | 8[25 µM]
COc1ccc2c(c1)CC1(CN2C)C(=O)NC(=O)N(CCc2ccccc2)C1=O (centres undefined) | 2&10

(next part)
SMILES | BL2 CD40 inh
COc1ccc(C(=O)N2CCCC2=O)cc1 | -3
COc1ccc(C2NCCc3[nH]cnc32)cc1 (centres undefined) | 2
Nc1c(C(=O)NCc2ccco2)c2nc3ccccc3nc2n1CCN1CCOCC1 | 20
CCn1cc(CN2CCCC(C(=O)c3sccc3C)C2)cn1 (centres undefined) | 6
O=C(Cc1cccnc1)N1CCCCN2[C@H](CO)[C@@H](c3ccc(C#CC4(O)CCCC4)cc3)[C@H]2C1 | -2[25 µM]
CCOP(=O)(OCC)C(NC(=O)CC(C)C)C(Cl)(Cl)Cl (centres undefined) | 7
CCC1CN1P(=O)(Oc1ccc(Cl)cc1)N1CC1CC (centres undefined) | -1
O=C1CNC[C@@H]2[C@H](c3ccc(Br)cc3)[C@@H](CO)N12 | -13[25 µM]
Cn1cc(C(=O)OCC(=O)Nc2ccccc2Cl)c2ccccc21 | -3
CCCCC1C(=O)NC(=S)N(C)C1=O (centres undefined) | 33*
CC=Cc1ccc2n(c1=O)C[C@H]1[C@H](CO)[C@@H](C(=O)OC)[C@@H]2N1S(=O)(=O)c1ccccc1C (mixture of isomers) | 4[25 µM]
CCOC(=O)c1[nH]c(C)c(C(=O)N2CCC3(CC2)OCCO3)c1C | 0
Nc1c(Cl)cc([N+](=O)[O-])cc1Cl | -3
CC(OC(=O)c1cn(C)c2ccccc12)C(=O)N(C)c1ccccc1 (centres undefined) | 2
Clc1ccccc1C1NCc2ccccc2-n2cccc21 (centres undefined) | 12
O=C(Cc1ccccc1)N1CCN(CC2CC3C=CC2C3)CC1 (centres undefined) | -5
FC(F)(F)c1cccc(N2CCNCC2)c1 | -7[25 µM]
CCOC(=O)C(C)Oc1cc(C)cc2oc(=O)c3c(c12)CCCC3 (centres undefined) | 24
COc1ccc(OC(=O)N(C)C[C@@H]2OCc3cnnn3CCCC(=O)N([C@H](C)CO)C[C@@H]2C)cc1 | 2
CCCCCC1(C(C)C)C(=O)NC(=S)NC1=O | 3
O=C1CCC2(O)C3Cc4ccc(O)c5c4C2(CCN3CC2CC2)C1O5 (centres undefined) | -8[25 µM]
CC12CCC(=O)C=C1CCC1C2CCC2(C)C1CCC2(O)CC#N (centres undefined) | -3
C[C@@H]1CN([C@@H](C)CO)C(=O)c2c(c3ccccc3n2C)-c2ccccc2CO[C@@H]1CN(C)C(=O)Oc1ccccc1 | 0
COC(=O)[C@H]1[C@H](CO)[C@H]2Cn3c(ccc(C4=CCCC4)c3=O)[C@@H]1N2C(=O)CC1CC1 | 6[25 µM]
COc1ccc(OC(=O)N(C)C[C@@H]2OCc3cnnn3CCCC(=O)N([C@@H](C)CO)C[C@H]2C)cc1 | -2
CCOC(=O)c1ncn2c1C1CCCN1C(=O)c1cc(OC)ccc1-2 (centres undefined) | 4[25 µM]
COc1cc(C2(C#N)CCN(C)CC2)cc(OC)c1OC | 8
NP(N)(=O)NC(=O)c1ccc(F)cc1 | -3[25 µM]
COc1ccc(OCC#CCN2CCNCC2)cc1 | -17
CCCOC(=O)c1ccccc1C(=O)OCCC | 8

Laid out differently: 15 of the compounds above.
| Compound | BL2 CD40 inh |
| --- | --- |
| COC(=O)C1=C(C(=O)OC)C2OC1c1cc3ccccc3cc12 | 103* |
| O=C(CNC(=O)c1ccccc1)Nc1ccc(Br)cc1C(=O)c1ccccc1 | 24 |
| ClCCN1CCSCC1 | 3 |
| C[C@]12CC[C@@H](O)CC1=CCC1C2CC[C@@]2(C)C1C[C@@H](F)[C@H]2O (some centres undefined) | 0 |
| CCCN(CCC)[C@@H]1CCc2cccc(O)c2C1 | -11[25 µM] |
| C/C=C/c1ccc(C2[C@@H]3CN(Cc4nccs4)C[C@H]2N3)cc1 (some centres undefined) | -3&-3[25 µM] |
| Cc1ccc(-c2cc(C(F)F)n3ncc(C(=O)N4CCC5(CC4)OCCO5)c3n2)cc1 | 4 |
| CN1C(=O)C(C2c3ccccc3C(=O)N2Cc2ccccc2)C(=O)N(C)C1=O (centres undefined) | 16 |
| CC(=O)C1CCC2C3CCC4CC(O)CCC4(C)C3CCC12C#N (centres undefined) | 1 |
| O=C(c1ccco1)C12CN3CN(CN(C3)C1)C2 | 16 |
| C=CCN1[C@@H]2CN(S(C)(=O)=O)C[C@H]1C2c1ccccc1 (some centres undefined) | -1&2 |
| C[C@]12CCC(=O)C(O)=C1CC[C@@H]1[C@@H]2CC[C@]2(C)C(=O)CC[C@@H]12 | -7 |
| C/C=C/c1ccc(C2[C@@H]3CN(C(C)=O)C[C@H]2N3)cc1 (some centres undefined) | 11&-2[25 µM] |
| Cn1c(O)c(C(=O)c2ccccc2Cl)c(=O)n(C)c1=O | 11 |
| COc1ccc(OC)c(CC(=O)N(C)C2CCCN(Cc3ccccc3F)C2)c1 (centres undefined) | 1 |

(further entries)
SMILES | BL2 CD40 inh
COc1ccccc1CCNC1C2CC3CC(C2)CC1C3 (centres undefined) | 4
CC(NC(=O)Oc1ccccc1)C(c1cccs1)N1CCOCC1 (centres undefined) | 12
CC[n+]1c(SC)ccc2cc(OC)ccc21 | 3
C=CCC1(CC)C(=O)NC(=S)NC1=O | -11
CN(C)C(=O)Oc1c(Cl)cc(Cl)c2ccccc12 | 5
COc1cc(CN2C(=O)NC(=O)C3(Cc4cc(C)ccc4N(C)C3)C2=O)cc(OC)c1 (centres undefined) | 13
CCN(CC)CCC(=O)O[C@H]1CC[C@]2(C)C3CC[C@@]4(C)C(CC[C@]4(C)O)C3CC[C@H]2C1 (some centres undefined) | 13
Cn1c(CN2CCN(C(=O)COc3ccccc3)CC2)nc2cc([N+](=O)[O-])ccc21 | 6
CSc1ccccc1C(=O)C1CCCN(Cc2ccncc2)C1 (centres undefined) | 2
CN1CCC2(CC1)CC(NC=O)c1ccccc1O2 (centres undefined) | 4
Cc1ccc(CC2C(=O)N(C)C(=O)N(C)C2=O)s1 | -4
COC(=O)C=CC(=O)NC1CCC2(O)C3Cc4ccc(O)c5c4C2(CCN3CC2CC2)C1O5 (centres undefined) | 5[25 µM]
Cc1cc(OCc2cc(C(=O)O)oc2C)c2c3c(c(=O)oc2c1)CCCC3 | -36
C[C@]12CCC3C(C[C@@H](O)[C@H]4C[C@@H](O)CC[C@]34C)C1CC[C@@H]2O (some centres undefined) | 1
FC(F)=C(F)CCSc1ncn[nH]1 | 20
COC1/C=C/C=C(\C)Cc2cc(O)c(Cl)c(c2)N(C)C(=O)CC(OC(=O)C(C)C)C2(C)OC2C(C)C2CC1(O)NC(=O)O2 (centres undefined) | -7
O=C(Nc1ccccc1OC(=O)N1CCCCC1)N1CCCCC1 | -2
CC12CC(=O)C3C(CCC4CC(=O)C=CC43C)C1CCC2=O (centres undefined) | 31
CC12CC(O)C3C(CCC4=CC(=O)CCC43C)C1CCC2=O (centres undefined) | 11
Cc1ccc2c(c1)Cc1c(C(=O)NC3CCCCC3)nn(-c3ccc(Cl)cc3Cl)c1-2 | -1[25 µM]
O=C(c1cccc([N+](=O)[O-])c1)C12CN3CN(CN(C3)C1)C2 | 11
c1ccc2sc(C3(N4CCCC4)CCCCC3)cc2c1 | -6[25 µM]
NC1=Nc2ccccc2Oc2ccccc21 | 2
O=C(NN=Cc1ccc(N(CCCl)CCCl)cc1)c1cc(=O)[nH]c(=O)[nH]1 | 15
CN(CC1COc2ccccc2O1)c1nc(-c2cccnc2)nc2ccccc12 (centres undefined) | 12
COc1ccc(CC2C(=O)NC(C)C(=O)N(C)C3C(=O)N(C)C(Cc4ccc(O)c(c4)Oc4ccc(cc4)C3O)C(=O)NC(C)C(=O)NC(C)C(=O)N2C)cc1 (centres undefined) | 124*
